Screens as filed in PubChem BioAssay.
FXN GAA850 act: FXN promoter activators, primary screen, cell-based, luciferase luminescence, HEK293 lucGAA850 | 360,000 compounds, 0.56% hits | activation, % at 6 µM | HEK293 lucGAA850 FXN promoter luciferase reporter, 24 h; percent of 10 µM SAHA response;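 active means activation above the average of all compounds screened plus 3 SD, cutoff fixed separately per campaign, cut at about 7.5% in these data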;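 further: 0% = DMSO wells and 100% = 10 µM SAHA wells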
NR0B1 inh: DAX1 (NR0B1) inhibitors, primary screen, cell-based, HEK293, Gal4-DAX1, luciferase luminescence | HEK293 Gal4-DAX1 luciferase reporter | inhibition, % at 6.75 µM | 340,000 compounds, 0.99% hits | AID 504766, 2011;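 active means inhibition above the mean over all tested compounds plus 3 SD, cut at about 4.2% in these data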;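 further: 0% = DAX1-transfected cells with DMSO and 100% = empty-vector control cells with DMSO; inhibition shows as a rise in luminescence from relieved DAX1 repression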
Target sequence (P51843 207-470 limits assumed): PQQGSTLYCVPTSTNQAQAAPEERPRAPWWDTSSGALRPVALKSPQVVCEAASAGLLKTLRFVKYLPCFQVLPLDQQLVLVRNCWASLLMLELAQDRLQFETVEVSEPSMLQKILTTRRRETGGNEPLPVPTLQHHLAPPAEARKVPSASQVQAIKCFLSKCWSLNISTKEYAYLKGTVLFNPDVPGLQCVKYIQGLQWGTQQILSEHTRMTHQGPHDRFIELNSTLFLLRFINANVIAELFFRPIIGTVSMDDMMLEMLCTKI
An asterisk follows results filed as active.

Results follow in this order: FXN GAA850 act, NR0B1 inh
[1] COc1ccc(CNC[C@@H](CCCCN(C)Cc2ccc(OC)cc2)N2C[C@H](c3ccccc3)N(CCc3ccc(Cl)c(Cl)c3)C(=O)C2=O)cc1
    -5.6, 0.5
[2] COc1cc(Cl)cc2c1Sc1ccccc1/C2=C/CCN(C)C
    1.8, -0.1
[3] COc1ccccc1[C@H]1C(c2cccc(Cl)c2)=NN(c2ccccc2)[C@@H]1CO
    0.8, -0.2
[4] COC(=O)c1ccc(-c2nc(CN3CCC(C(=O)N4CCOCC4)CC3)c(C)o2)cc1
    1.9, 0.3
[5] N#Cc1ccc(Oc2ccc(S(=O)(=O)N3CCCCC3)cn2)cc1
    1.4, -0.7
[6] CCOC(=O)[C@@H]1[C@H]2COc3cc(OC)ccc3[C@H]2N2C(=O)N(c3cccc(Cl)c3)C(=O)[C@@]12C
    -0.1, -0.2
[7] Cc1cccc(C2=NN(c3ccc(Br)cc3)[C@@H](C(=O)N3CCOC3=O)[C@@H]2c2ccccc2)c1
    -1.1, 0.3
[8] CCCSc1ccc([C@@H]2[C@@H]3C(=O)N(C)C(=O)[C@@H]3[C@]3(C(=O)OC)CCCN23)cc1OC
    1.7, -0.9
[9] O=C(CN1CCCCCC1)OCCN=C1NS(=O)(=O)c2ccccc21
    -0.5, 0.2
[10] COc1ccc2c(c1)CCc1sc(NC(=O)c3ccco3)nc1-2
    1.9, -0.6
[11] CCN1C(=O)[C@@H]2[C@H](C1=O)[C@@H]1C(=O)Nc3ccccc3C(=O)N1[C@@H]2c1cccc(Cl)c1
    0.1, 0.2
[12] O=c1c2ccccc2oc2c1ccc1ccccc12
    2.4, 2.4
[13] O=C(C1=C[C@H](C2CCCCC2)C[C@H](OCc2ccc(CO)cc2)O1)N1CCN(Cc2ccc3c(c2)OCO3)CC1
    1.5, -2.0
[14] CC(NC(=O)CCC(=O)NC(C)C1COc2ccccc2O1)C1COc2ccccc2O1 (stereo not drawn)
    -2.1, 0.0
[15] CC(OC(=O)c1c2c(nc3ccccc13)/C(=C\c1ccc3c(c1)OCO3)CCC2)C(=O)Nc1ccc(S(N)(=O)=O)cc1 (stereo not drawn)
    1.0, -0.2
[16] O=C(N/N=C/c1c[nH]c2ccccc12)c1ccc([N+](=O)[O-])cc1Cl
    0.9, 2.1
[17] CCn1cc(CNCc2ccc(OCC(O)CN(C)Cc3ccccc3)cc2)cn1 (stereo not drawn)
    0.5, -0.8
[18] CN(Cc1ccccc1)C(=O)c1[nH]cnc1C(=O)N[C@@H](CCCCNC(=O)OC(C)(C)C)C(=O)OC(C)(C)C
    -1.8, 0.1
[19] O=C(CN1CCN(C(=O)c2ccco2)CC1)Nc1cc(C(F)(F)F)ccc1Cl
    -0.6, 0.1
[20] Cc1ccccc1NC(=O)C1CCCN1S(=O)(=O)c1cccc2cccnc12 (stereo not drawn)
    3.5, -0.8
[21] O=C(O)C1CCN(C(=O)OCc2ccccc2)CC1
    1.0, 0.0
[22] O=C(Oc1c(Cl)cc(Cl)c2cccnc12)c1cccc([N+](=O)[O-])c1
    -1.1, -0.9
[23] CCCCn1nc(C(=O)NNC(=O)c2ccncc2)c2ccccc2c1=O
    -2.0, 0.5
[24] Cc1ccc(C(=O)N/C(=C\c2cccc([N+](=O)[O-])c2)C(=O)NCc2ccncc2)cc1
    -1.4, 1.5
[25] CC[C@]1(C(=O)OC)[C@H]2C(=O)N(Cc3ccccc3)C(=O)[C@H]2[C@H]2CN(C)C(=NCc3ccccc3)N21
    -1.1, 0.1
[26] COc1ccc(-c2nn3c(=O)c(C)nnc3s2)cc1
    1.3, 1.8
[27] O=C(Nc1ccncc1)c1c(F)cccc1F
    -6.2, 0.5
[28] CC(=O)c1ccc(NC(=O)C2CCCN(S(=O)(=O)c3cccc4nonc34)C2)cc1 (stereo not drawn)
    3.0, -0.2
[29] CCOc1ccc2[nH]c3c(NCC(C)C)ncnc3c2c1
    1.0, 0.3
[30] CCOc1ccc2nc3cc(N=Nc4ccc(N)nc4N)ccc3c(N)c2c1
    -0.6, 2.7
[31] C#CCOCCOCCOCCNc1nc(N2CCN(C(=O)C([C@@H](C)CC)n3cc(C(N)Cc4ccc(O)cc4)nn3)CC2)nc(N2CCN(C(=O)[C@H](CCC(=O)O)n3cc(C(N)Cc4ccc(O)cc4)nn3)CC2)n1 (stereo partly drawn)
    -0.4, 1.0
[32] Cc1ccccc1-c1nc(CN2CCC(C(=O)NCc3ccco3)CC2)c(C)o1
    -3.6, 0.2
[33] C#CC(C)(O)C1CC(CC(=O)O)C1(C)C (stereo not drawn)
    0.4, 0.8
[34] Cn1c(=O)c2c(SCC(=O)N3CCCc4ccccc43)nc(CC(C)(C)C)nc2n(C)c1=O
    0.4, -0.2
[35] C=C1CC[C@@]23CC[C@]4(C)[C@@](OC2=O)([C@@H]3C1)[C@H]1O[C@H]1C1[C@@]2(C)CC[C@H](O)C(C)(C)C2CC[C@]14C (stereo partly drawn)
    0.0, -0.8
[36] O=C(CC1(O)CCCCC1)OC1CCCC1
    -1.1, -0.2
[37] CCOc1ccc(NC(=O)C(c2ccccn2)N(C(=O)CCl)c2ccc(OCC)cc2)cc1 (stereo not drawn)
    5.1, 2.6
[38] S=C(c1ccc(-c2ccc(Cl)c(Cl)c2)o1)N1CCOCC1
    5.3, 2.9
[39] O=C1C2C3C=CC(CO)(O3)C2C(=O)N1c1ccccc1-c1ccccc1 (stereo not drawn)
    -8.0, -0.8
[40] CCOc1ccc(-n2c(SCC(=O)NC(C)CC)nc3n[nH]c(C)c3c2=N)cc1 (stereo not drawn)
    -0.7, -1.1
[41] O=C(NCc1cccc(C(F)(F)F)c1)c1cccc2c1C(=O)c1ccc(N3CCC(Cc4ccccc4)CC3)cc1S2(=O)=O
    -1.4, -1.7
[42] O=C(Nc1ccccn1)c1cc2ccccc2cc1O
    2.6, 2.7
[43] COCCN1C(=O)N[C@@H](c2cccc(C(F)(F)F)c2)C(C(=O)OC)=C1C
    0.6, 0.4
[44] Cc1cc(N)ccc1N1CCCC1
    -3.0, -0.1
[45] COc1ccc(Nc2ncnc3nc[nH]c23)cc1OC
    -0.2, 0.0
[46] COc1ccc(C2NCCc3c2[nH]c2ccccc32)cc1CN1CCc2cc(OC)c(OC)cc2C1C (stereo not drawn)
    -4.2, 4.2
[47] O=C(Nc1nc2ccc([N+](=O)[O-])cc2s1)c1ccc(S(=O)(=O)N2CCCc3ccccc32)cc1
    0.8, -0.6
[48] CCCCCCCCC[n+]1cccc2c3ccccc3ccc21
    -12, -5.2
[49] CCC(CC)c1nnc(NC(=O)c2nn(C)c(=O)c3ccccc23)s1
    -2.0, 1.0
[50] COc1ccc(/C=C/C2=NN(C)C(=O)CC2)cc1
    6.8, 0.3

The list goes on:
Results follow in this order: FXN GAA850 act, NR0B1 inh
[51] COc1ccc(-c2csc(NCc3ccco3)n2)cc1C
    6.6, 0.2
[52] CS(=O)(=O)c1ccc(C(=O)OCc2nnc(-c3ccc(Cl)cc3)o2)cc1[N+](=O)[O-]
    14*, -0.2
[53] NC(=O)c1cnn2c(-c3ccc(Cl)cc3Cl)ccnc12
    1.3, 3.6
[54] CC(=O)Nc1ccc(NC(=O)CN2CCN(c3cccc(C(F)(F)F)c3)CC2)cc1
    0.0, -0.5
[55] O=C(CCc1ccccc1)Nc1ccc2c(c1)C(=O)OC2
    0.2, -1.0
[56] CCOC(=O)/C(=C\c1ccc([N+](=O)[O-])o1)NC(=O)c1ccccc1
    -0.5, -0.8
[57] O=c1nc2s/c(=C\c3ccco3)c(=O)n2nc1Cc1ccccc1
    -2.5, -0.1
[58] COC(=O)c1ccc(/C=C/C(=O)OCC(=O)Nc2sccc2C(N)=O)cc1
    -2.4, -1.0
[59] CCn1cc(/C=C(\NC(=O)c2ccccc2F)C(=O)N2CCCC2)c2ccccc21
    -0.3, 0.0
[60] Cc1ccc(C)c(-n2c(SCC(=O)NCC3CCCO3)nnc2-c2ccoc2C)c1 (stereo not drawn)
    0.6, -0.5
[61] Cc1ccc(CNC(=O)CN(C)S(=O)(=O)c2ccc3c(c2)n(C)c(=O)c(=O)n3C)cc1
    0.3, 1.1
[62] COC(=O)c1cccc(C23CC4(C2)[C@H](CN(Cc2ccc(C(F)(F)F)cc2)[C@@H]4c2ccccc2)C3c2ccccc2)c1 (stereo partly drawn)
    -4.9, 0.3
[63] CCNc1nc(NCC)n2c(SCC(=O)Nc3ccc(CC)cc3)nnc2n1
    1.2, -1.2
[64] COc1ccc2cc3cc(C(=O)NCCN4CCc5ccccc5C4)oc3nc2c1
    0.9, -0.2
[65] O=C1CSC2(C(=O)N3CCCc4cccc2c43)N1c1cccc(C(F)(F)F)c1 (stereo not drawn)
    -0.2, -0.8
[66] Cc1cc(C)nc(SCc2ccc(C(=O)N/N=C/c3cccnc3)cc2)n1
    2.0, -0.3
[67] CC(=O)NC(CC(=O)O)C(=O)O (stereo not drawn)
    -1.8, -0.3
[68] O=C(Nc1ccc(S(=O)(=O)N2CCCCC2)cc1)c1ccc(CN2CCOCC2)cc1
    -9.6, -5.0
[69] CN1CCN(C(c2ccc(F)cc2)c2ccc3cccnc3c2O)CC1 (stereo not drawn)
    0.6, 0.6
[70] CC(C)C[C@@H]1CN=C(N)N1C[C@@H]1CCCN1C[C@H](C)N1C[C@@H](Cc2ccccc2)N(CCc2ccc(Cl)c(Cl)c2)C1=N
    0.4, 0.1
[71] O=C1NC(=S)S/C1=C/c1ccc(N2CCOCC2)o1
    -2.0, 0.8
[72] COc1cc2c(C(=O)N3CCN(C)CC3)c(CSc3ccccc3)n(C)c2cc1Br
    1.0, -1.0
[73] N/C(=N\OC(=O)COc1ccc2ccccc2c1)c1ccncc1
    0.2, -1.6
[74] O=c1c(Cl)c2oc3ccccc3nc-2c2ccccc12
    1.2, -0.4
[75] COc1cccc(/C=C/C(=O)c2ccc3c(c2)OCO3)c1OC
    1.8, 1.1
[76] CCCn1c(=NC(=O)c2ccncc2)c(C#N)cc2c(=O)n3cccc(C)c3nc21
    1.2, 3.1
[77] O=C(OC1CCOC1=O)c1ccccc1C(=O)c1ccc(Cl)c([N+](=O)[O-])c1 (stereo not drawn)
    2.4, 0.9
[78] COc1ccc2cc3cc(C(=O)N(C)C4CCCCC4)oc3nc2c1
    1.8, 0.3
[79] CCCCNC(=O)CCn1nc(-c2ccccc2)c2ccccc2c1=O
    0.8, 0.5
[80] COc1cc(OC)c2c(-c3cccc(-c4ccc(C(C)=O)cc4)c3)cc(=O)oc2c1
    -3.9, 0.1

Record cards (already shown). Order of screens: FXN GAA850 act	NR0B1 inh
COc1cc(OC)c2c(-c3cccc(-c4ccc(C(C)=O)cc4)c3)cc(=O)oc2c1 as listed: -3.9	0.1
COc1cccc(/C=C/C(=O)c2ccc3c(c2)OCO3)c1OC as listed: 1.8	1.1
CCCn1c(=NC(=O)c2ccncc2)c(C#N)cc2c(=O)n3cccc(C)c3nc21 as listed: 1.2	3.1
O=c1c(Cl)c2oc3ccccc3nc-2c2ccccc12 as listed: 1.2	-0.4
N/C(=N\OC(=O)COc1ccc2ccccc2c1)c1ccncc1 as listed: 0.2	-1.6

Next section:
Results follow in this order: FXN GAA850 act, NR0B1 inh
[81] CCCCNc1c(-c2ccc(OC)c(Sc3ccc(OC)cc3)c2)nc2ccccn12
    -5.3, -0.2
[82] COc1cc(NC(=O)CN2C(=O)NC(C)(c3ccccc3)C2=O)c(C)cc1[N+](=O)[O-] (stereo not drawn)
    1.0, 0.5
[83] COC(=O)C1=C(CSc2nc3c(cc2C#N)CN(C)CC3)OC(N)=C(C#N)C1c1ccccc1F (stereo not drawn)
    -1.9, 0.4
[84] COc1ccc(/C=C2\Oc3cc(OCC(=O)N4CCC(C(=O)O)CC4)ccc3C2=O)c(OC)c1
    1.8, 2.0
[85] Cc1cccc(OCc2n(CC(=O)OC3CC(C)CCC3C(C)C)c3ccccc3[n+]2C)c1 (stereo not drawn)
    -1.6, -1.3
[86] CC(C)(C)c1cc(NC(=O)c2cccc([N+](=O)[O-])c2)no1
    4.2, 1.1
[87] CC(C)OCCCNC(=O)c1ccc(Br)cc1
    4.9, 1.7
[88] CCOC(=O)C1=C(O)c2ccccc2C(=O)/C1=C\c1ccc(C)cc1
    0.7, -1.5
[89] CCCOc1ccc(-c2c(C(=O)N/N=C/c3cccs3)nnn2-c2nonc2N)cc1
    0.5, 0.0
[90] CCN(CCO)c1nc(SC)nc2c1sc1nc(-c3ccco3)c3c(c12)CCC3
    -1.8, -1.1

Fetched by compound from above, 2 records:
Results follow in this order: FXN GAA850 act, NR0B1 inh
[44] Cc1cc(N)ccc1N1CCCC1
    -3.0, -0.1
[5] N#Cc1ccc(Oc2ccc(S(=O)(=O)N3CCCCC3)cn2)cc1
    1.4, -0.7

(continued)
Results follow in this order: FXN GAA850 act, NR0B1 inh
[91] CCCN(CCC)C(=O)CSc1nc2n[nH]c(C)c2c(=N)n1-c1ccc(OCC)cc1
    -2.4, 0.0
[92] CCOC(=O)/C(=C/C=C1\Sc2ccccc2N1CC)C(C)=O
    4.4, -1.6
[93] CCCCN(CCCC)S(=O)(=O)c1ccc(C(=O)Nc2nnc(COC)o2)cc1
    -2.0, 0.1
[94] CC(C)c1onc(C(=O)N2CCN(c3ccc(F)cc3)CC2)c1[N+](=O)[O-]
    -0.3, 0.4
[95] CCOc1ccc(OCCn2c(S(=O)(=O)O)nc3c(N)ncnc32)cc1
    0.9, 1.4
[96] COc1ccccc1NC(=O)CN(Cc1ccco1)C(=O)c1cc2ccccc2o1
    -0.2, -0.3
[97] O=C(COc1ccc(F)cc1)N1CCC(Cc2ccccc2)CC1
    -0.4, 0.2

Some of the compounds tested; the hit share may differ from the screen's.
